# EPAC2 antagonist – qHTS for Antagonist of cAMP-regulated guanine nucleotide exchange factor 2 (EPAC2): primary screen; Rap guanine nucleotide exchange factor 4 (Homo sapiens), Q8WZA2; EPAC2 GEF exchange of Rap1B-BODIPY-GDP, fluorescence; Potency, µM (series often up to 114 µM), for inactives: at the top dose activity, negative = inhibition, actives largely listed as inhibitors; 360,000 compounds, 0.18% hits; AID 720708, 2013; also: potency is read from the fitted curve at half-maximal effect; % is scaled to controls: 0 for no effect and ±100 for the full control effect; nearly all actives have a fitted effect of over 45% in size; many of its hits are not listed in these tables
# Target sequence (Q8WZA2 whole entry, looked up): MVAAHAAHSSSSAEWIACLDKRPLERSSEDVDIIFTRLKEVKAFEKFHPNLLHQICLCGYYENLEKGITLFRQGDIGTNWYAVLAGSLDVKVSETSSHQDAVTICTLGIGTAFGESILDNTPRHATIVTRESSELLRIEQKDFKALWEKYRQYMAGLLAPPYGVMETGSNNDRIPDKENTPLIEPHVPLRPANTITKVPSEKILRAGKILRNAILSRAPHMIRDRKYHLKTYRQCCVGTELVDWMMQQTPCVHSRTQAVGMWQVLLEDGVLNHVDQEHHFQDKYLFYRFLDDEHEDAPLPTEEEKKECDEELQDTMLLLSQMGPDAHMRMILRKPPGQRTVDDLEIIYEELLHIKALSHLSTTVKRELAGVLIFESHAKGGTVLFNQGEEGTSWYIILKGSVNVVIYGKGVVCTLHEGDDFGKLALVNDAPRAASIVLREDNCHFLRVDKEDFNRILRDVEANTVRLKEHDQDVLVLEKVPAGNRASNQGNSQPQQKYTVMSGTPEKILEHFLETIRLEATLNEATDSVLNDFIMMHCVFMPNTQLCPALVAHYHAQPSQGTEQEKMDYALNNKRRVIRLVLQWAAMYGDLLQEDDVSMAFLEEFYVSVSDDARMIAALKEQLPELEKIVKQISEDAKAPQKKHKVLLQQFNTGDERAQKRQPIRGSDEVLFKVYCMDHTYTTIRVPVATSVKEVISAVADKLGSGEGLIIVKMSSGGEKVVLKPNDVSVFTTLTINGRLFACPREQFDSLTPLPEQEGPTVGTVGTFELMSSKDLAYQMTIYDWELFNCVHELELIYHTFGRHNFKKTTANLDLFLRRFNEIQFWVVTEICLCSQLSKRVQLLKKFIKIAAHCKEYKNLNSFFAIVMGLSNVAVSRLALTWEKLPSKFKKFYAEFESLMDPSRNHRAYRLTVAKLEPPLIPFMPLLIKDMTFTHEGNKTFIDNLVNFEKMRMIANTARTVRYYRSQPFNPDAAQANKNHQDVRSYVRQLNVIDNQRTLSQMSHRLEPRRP
# A549 viability – Nrf2 qHTS screen for inhibitors: counterscreen for cytotoxicity; A549 ARE-Fluc cells, CellTiter-Fluor viability, 18-24 h; Potency, µM (doses to about 46 µM), for inactives: at the highest dose activity change, negative = cytotoxicity, hits mostly inhibitors; 390,000 compounds, 0.16% hits; AID 504648, 2011; also: potency is read from the fitted curve at half-maximal effect; % is scaled to controls: 0 for no effect and ±100 for the full control effect
#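 A549 ARE-Fluc cells in 5% FBS OPTI-MEM, 5000 cells/well, rested 2 h then exposed to compounds in concentration-response for 18-24 h at 37 °C. Viability by CellTiter-Fluor fluorescence (Ex 405/Em 525) after 30 min; luciferase luminescence (BugLite, 15 min, RT) read afterwards.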
# Akt phos inh – HTS Assay for Inhibitors of Akt Phophorylation: Primary Screen; Neuro2A IGF-stimulated pAkt S473 HTRF, 20 min; active compounds read low; 360,000 compounds, 0.32% hits; activity change, % for hits at 50 µM; in the data active = activity change below about -80%; inconclusive = mostly about -51% to -80%; also: % is scaled to controls: 0 for no effect and ±100 for the full control effect
#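 Neuro2A cells in DMEM with 0.5% FBS, overnight at 37 deg C, given compound at single 50 µM final, then IGF (6 nM final) for 20 min at 37 deg C. Lysed; phospho-Akt Ser473 by HTRF after 24 h, 665/615 ratio.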
# Nrf2 inh – Nrf2 qHTS screen for inhibitors; A549 ARE-Fluc reporter, luciferase luminescence, 18-24 h; Potency, µM (doses to about 46 µM), without a hit: at the highest dose activity change, negative = inhibition, usual class: inhibitors; 360,000 compounds, 2.1% hits; also: potency is read from the fitted curve at half-maximal effect; % is scaled to controls: 0 for no effect and ±100 for the full control effect; nearly all actives have a fitted effect of over 60% in size
#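 Concentration-response testing used A549 ARE_Fluc cells at 5000 cells/well. Following an 18-24 h compound incubation, viability was read by fluorescence (Ex 405/Em 525) and luciferase output by luminescence.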
# CCT modulator – High-Throughput Screening for Modulators of Cytosolic Chaperonin Activity | 360,000 compounds, 0.3% hits | activity change, % (concentration not given with the values), hits read low | purified chaperonin ATPase assay, HTRF ADP detection, 30 min | AID 651819, 2012; in the data active = activity change below about -30%; also: % is scaled to controls: 0 for no effect and ±100 for the full control effect
#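 ATPase activity: ADP formed was measured by HTRF Transcreener (665/615 nm ratio) after 30 min at 37 deg C with 10 uM ATP. Compounds screened at one 76 uM concentration against 40 or 20 nM TRiC in Tris pH 7.4/KCl/MgCl2/DTT buffer.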
# Nrf2 activator – qHTS of Nrf2 Activators. AREc32 ARE-luciferase reporter (MCF7-derived line), luminescence, 24 h. Potency, µM (titrated, usually from 46.1 µM), for inactives: top-dose activation, usual class: activators. 410,000 compounds, 0.31% hits. AID 624171, 2012; also: potency is read from the fitted curve at half-maximal effect; % of control where 0% means no effect; nearly all actives have a fitted effect of over 65% in size
#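 Nrf2 activation is followed as ARE-luciferase induction in the AREc32 line after one day of compound treatment; luminescence is read with Steady-Glo.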
# TGFb SMAD3 inh – qHTS for Inhibitors of TGF-b. Potency, µM (doses to about 46.1 µM), for inactives: at the top dose activity, negative = inhibition, hits mostly inhibitors. HepG2 CAGA-GFP TGF-b/SMAD3 reporter, GFP fluorescence, 18 h; TGF-beta stimulated, 500 pg/mL final. 410,000 compounds, 1.2% hits; also: potency is read from the fitted curve at half-maximal effect; % is scaled to controls: 0 for no effect and ±100 for the full control effect; nearly all actives have a fitted effect of over 65% in size
#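 Cell-based qHTS in HEPG2 carrying a CAGA-GFP Smad reporter; compounds added before 500 pg/mL final TGF-beta, 18 h incubation at 37 degrees C, GFP fluorescence quantified per cell by imaging cytometry.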
# EPAC2 agonist – qHTS for Agonist of cAMP-regulated guanine nucleotide exchange factor 4 (EPAC2): primary screen | Rap guanine nucleotide exchange factor 4 (Homo sapiens), Q8WZA2 | EPAC2 activation, biochemical qHTS; response scale: 100% = 6.5 mM cAMP response | Potency, µM (doses to about 154 µM), without a hit: at the highest dose activation, hits mostly activators | 360,000 compounds, 0.079% hits | AID 720711, 2013; also: potency is read from the fitted curve at half-maximal effect; nearly all actives have a fitted effect of over 50% in size
#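 qHTS, titration series. 100 nM EPAC2 / 250 nM Rap1B-BODIPY-GDP / 50 uM GDP; RT; ex 480/em 540 nm, 5-min reads to 30 min. Norm. to 6.5 mM cAMP = activation.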
# Mm-Cpn inhibitor – Inhibitors of TCP-1 ring complex (TRiC) of Methanococcus maripaludis (MmCpn): qHTS. 330,000 compounds, 0.031% hits. Potency, µM (doses to about 76.9 µM), for the others: at the highest dose activity, negative = inhibition, most hits filed as inhibitors. purified Mm-Cpn ATPase, ADP Transcreener TR-FRET. Chaperonin Mm-Cpn (Methanococcus maripaludis); also: potency is read from the fitted curve at half-maximal effect; % is scaled to controls: 0 for no effect and ±100 for the full control effect; nearly all actives have a fitted effect of over 80% in size
#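 25 nM Mm-CPN + cpd, 10 min 37°C; + 10 uM ATP, 30 min 37°C; buffer 30 mM Tris pH 7.4, 100 mM KCl, 5 mM MgCl2, 1 mM DTT; Transcreener ADP HTRF detection 30 min RT.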
# * = called active by the depositor; i = inactive; ? = inconclusive; · = not tested or not shown; [ ] = dose if it differs, or a comment. Unless noted, calls follow the shape of the dose curve; as a rule, active = well fitted curve in the direction sought with a large enough effect; inconclusive = small, poorly fitted or top-dose-only effect, or another doubt; inactive = no such curve, though single readings can be large; an effect the other way counts as inactive or inconclusive. Not all compounds are listed; the hit share may differ from the screen's.
SMILES,EPAC2 antagonist,A549 viability,Akt phos inh,Nrf2 inh,CCT modulator,Nrf2 activator,TGFb SMAD3 inh,EPAC2 agonist,Mm-Cpn inhibitor
C/C(=N\Nc1cccc2cccnc12)c1ccc(C)cc1,-8.3%,2.4%,i,?,-12.5,5.1%,2.3%,16.0%,1.2%
Cc1cccc(NS(=O)(=O)c2ccc(C(=O)N3CCC3)cc2)c1C,12.2%,-7.4%,i,-23.0%,0.5,0.0%,6.3%,3.6%,0.0%
COc1ccccc1OCC(=O)Nc1ccc(S(=O)(=O)N2CCCCCC2)cc1,-2.5%,0.5%,i,-12.0%,2.1,0.3%,8.1%,-5.3%,-6.8%
C=CCSc1nc(C)c(CC(=O)OCC(C)C)c(=O)[nH]1,10.7%[57.1 µM],-5.3%,i,-12.8%,-0.3,-0.7%,11.4%,13.9%,2.3%
CC(C)(C)CC(=O)Nc1nnc(SCC(=O)N2CCCCC2)s1,6.5%,-1.2%,i,-3.5%,-1.0,-0.2%,-11.4%,0.7%,-0.1%
CC1CCCC(C)N1C(=O)Cn1cc(/C=C2/C(=O)Nc3ccccc32)c2ccccc21 (stereo not drawn),-10.1%,16.4µM*,i,18.4µM*,-1.5,2.8%,6.31µM*,4.0%,-1.9%
CC(C)(C)c1ccc(C(=O)N2[C@H](COCc3ccccc3)C=CS2(=O)=O)cc1,-28.7%,·,i,·,-1.1,?,2.4%,12.3%,·
O=C(CCc1nnc(CCCCc2ccccc2)o1)NCCCc1cccnc1,1.8%,-6.8%,i,-7.8%,0.2,-0.3%,6.7%,-0.4%,2.2%
COc1ccc(-n2c(N)c(C(=O)NCc3ccco3)c3nc4ccccc4nc32)cc1OC,4.9%,-7.7%,i,18.9%,-2.3,11.1%,?,-0.8%,0.5%
CCCOc1ccccc1C(=O)Nc1nc2c(s1)CCCC2,·,4.5%,·,?,·,11.6%,0.0%,·,·
Cc1cc(C)c(NC(=O)CSc2nnc(CN3CCOCC3)n2C)c(C)c1,3.7%,3.9%,i,9.0%,-0.4,0.2%,1.2%,0.5%,0.6%
CCCn1c(CN2CCN(C(=O)OCC)CC2)nc2cc([N+](=O)[O-])ccc21,0.0%,0.2%,i,-21.7%,0.3,-0.5%,-4.3%,-4.0%,-2.2%
Cc1[nH]c2ccccc2c(=O)c1CNCc1ccccc1,8.1%,·,i,·,-1.1,-0.2%,0.5%,12.5%,·
CCc1ccc(Nc2n[n+](-c3ccccc3)c(-c3ccc(OC)c(Br)c3)s2)cc1,-5.8%,-6.3%,i,-21.2%,0.5,-2.1%,?,-2.0%,?
CCCCn1nnnc1C1(C)CCC(=O)N1C1CC1 (stereo not drawn),-1.0%,·,i,·,-1.4,-0.5%,·,4.2%,·
CCOC(=O)CNC(=O)C1(/C=C/c2ccccc2)CC(=O)N1c1ccc(C)cc1 (stereo not drawn),-16.2%,7.4%,i,3.6%,0.3,0.0%,-0.3%,4.3%,-5.1%
CCc1ccccc1NC(=O)CN(C)Cc1nc(N)nc(Nc2ccccc2C)n1,-2.4%,11.5%,i,17.4%,-5.6,-0.5%,0.0%,-5.7%,-4.5%
COc1ccccc1-c1noc(CCCC(=O)NCc2ccco2)n1,·,-5.5%,·,17.6%,·,14.4%,2.3%,·,·
CC(C)OC(=O)c1nn2c(C(F)(F)F)cc(-c3ccc(Br)o3)nc2c1Br,12.0%,3.9%,i,8.9%,2.7,0.4%,-8.2%,1.3%,1.3%
CCc1ccc2nc(NC(=O)C3CSC4(C)CCC(=O)N34)sc2c1 (stereo not drawn),-6.9%,-7.5%,i,?,0.7,22.2%,-10.4%,7.2%,-1.0%
Nc1ccn(Cc2cccc(Cl)c2)n1,6.7%,2.5%,i,-19.7%,-2.9,0.4%,-5.7%,11.5%,-0.4%
CC[N+](CC)(CC)CCOc1cccc(OCC[N+](CC)(CC)CC)c1OCC[N+](CC)(CC)CC,2.6%,-8.5%,i,4.6%,-2.3,-1.4%,19.2%,4.3%,-1.2%
COc1ccc(OC)c(Nc2nc(-c3sc(C)nc3C)cs2)c1,0.2%,-5.4%,i,7.7%,-2.6,3.5%,-2.8%,3.3%,-5.4%
O=C(Nc1cccc(C(F)(F)F)c1)C1CCCO1 (stereo not drawn),-6.8%,4.3%,i,0.3%,1.1,-0.4%,-5.7%,-1.8%,-8.7%
Cc1nn(CC(C)C)c(Cl)c1C(=O)N(C)CC(=O)Nc1ccc(Cl)cc1,-7.7%,·,i,·,1.4,-0.2%,2.8%,-4.0%,·
Cc1cccc(OCC(=O)OCC(=O)c2c(N)n(C)c(=O)n(C)c2=O)c1,-4.8%,0.3%,i,-3.2%,0.0,-0.9%,15.9%,6.2%,0.2%
CCCCN(C(=O)CSCC(=O)Nc1ccc(C)cc1)c1c(N)n(CC(C)C)c(=O)[nH]c1=O,-0.2%,2.2%,i,?,-0.7,-0.6%,-12.0%,-2.7%,-0.1%
Cc1cc2nc(-c3ccccc3Br)n(/C=C(\c3ccccc3)n3c(=O)[nH]c4ccccc43)c2cc1C,-4.4%,·,i,·,1.2,4.9%,?,11.8%,·
CN1CCN(S(=O)(=O)c2cccc(C(=O)N(C)Cc3cccs3)c2)CC1,-1.6%,-1.8%,i,2.9%,1.6,-0.3%,25.2%,5.5%,-1.5%
COCC(=O)N(C)C[C@H]1N[C@@](Cc2ccccc2)(C(=O)OC)[C@H]2C(=O)N(Cc3ccccc3)C(=O)[C@@H]12,-3.3%,-12.4%,i,-7.6%,0.5,-0.7%,-7.5%,-0.1%,0.9%

# Reprinted at random: 5 compounds from above, in no set order.
SMILES,EPAC2 antagonist,A549 viability,Akt phos inh,Nrf2 inh,CCT modulator,Nrf2 activator,TGFb SMAD3 inh,EPAC2 agonist,Mm-Cpn inhibitor
CC(C)(C)c1ccc(C(=O)N2[C@H](COCc3ccccc3)C=CS2(=O)=O)cc1,-28.7%,·,i,·,-1.1,?,2.4%,12.3%,·
COc1ccc(OC)c(Nc2nc(-c3sc(C)nc3C)cs2)c1,0.2%,-5.4%,i,7.7%,-2.6,3.5%,-2.8%,3.3%,-5.4%
Cc1cccc(NS(=O)(=O)c2ccc(C(=O)N3CCC3)cc2)c1C,12.2%,-7.4%,i,-23.0%,0.5,0.0%,6.3%,3.6%,0.0%
Nc1ccn(Cc2cccc(Cl)c2)n1,6.7%,2.5%,i,-19.7%,-2.9,0.4%,-5.7%,11.5%,-0.4%
CC(C)OC(=O)c1nn2c(C(F)(F)F)cc(-c3ccc(Br)o3)nc2c1Br,12.0%,3.9%,i,8.9%,2.7,0.4%,-8.2%,1.3%,1.3%

# (more compounds)
SMILES,EPAC2 antagonist,A549 viability,Akt phos inh,Nrf2 inh,CCT modulator,Nrf2 activator,TGFb SMAD3 inh,EPAC2 agonist,Mm-Cpn inhibitor
NC(=O)C1CCN(C(=O)c2cc3c(s2)CCCC3)CC1,3.7%,1.5%,i,12.9%,1.6,3.7%,5.9%,10.1%,2.9%
COc1cccc(OC(=O)CSc2nnc(-c3ccc4c(c3)OCO4)o2)c1,·,2.1%,·,9.5%,·,-4.6%,15.7%,·,·
COc1ccccc1CNC1CCN(Cc2ccccc2)CC1,-4.4%,-10.4%,i,1.4%,0.5,0.0%,35.2%[activator],1.7%,1.3%
CSc1ccc(S(=O)(=O)NCC(=O)OCC(=O)NC2(C#N)CCCCC2)cc1[N+](=O)[O-],2.6%,-10.5%,i,4.7%,0.4,0.3%,5.9%,-3.0%,0.6%
Cc1ccc(-c2nc3ccc(C)cn3c2CC2CCCCC2)cc1,?,·,i,·,-3.4,-0.5%,·,3.8%,·
Cc1ccccc1C(=O)Nc1ccc(N2CCCC2)cc1,1.2%,9.7%,i,?,1.4,2.9%,-8.6%,-6.1%,-2.9%
CC(C)Cc1nc2oc3c(NCC(C)O)ncnc3c2c2c1CCCC2 (stereo not drawn),-19.4%,?,i,-20.4%,0.7,0.4%,-8.8%,-9.0%,-0.3%
CC1=C(CCN2CCN(C(C)C)C(CCO)C2)C(C)(C)CCC1 (stereo not drawn),7.8%,-2.5%,i,5.0%,1.0,-0.8%,4.4%,-3.8%,-0.5%
CCS(=O)CCSC(=N)N (stereo not drawn),-4.2%,-22.9%,i,3.6%,-1.8,0.1%,-6.0%,7.5%,0.2%
NC(=O)c1ccccc1N/C=C1\CCCCC1=O,2.4%[57.1 µM],?,i,7.3%,1.3,0.1%,-8.2%,13.7%,0.6%
O=C(OCc1nc2ccccc2s1)c1cnccn1,-6.4%,-3.8%,i,?,-2.9,3.1%,?,11.5%,-2.0%
CCOC(=O)c1cnc(SC)nc1Oc1cccc(NS(=O)(=O)c2ccc(Cl)cc2)c1,4.4%,-3.9%,i,-4.1%,-0.1,-0.8%,2.7%,3.9%,-0.1%
Fc1ccc(CN2CCN3CCCC3C2C2CCCCC2)cc1F (stereo not drawn),-19.6%,-2.4%,i,·,-2.5,4.8%,10.9%,-1.9%,1.1%
O=C(CN1CCN(c2ccc(Cl)cc2)CC1)N1CCCC1,16.4%,0.7%,i,-9.5%,4.0,0.0%,1.8%,-2.4%,-13.5%
C[C@@H]1CN([C@H](C)CO)C(=O)CCCn2nncc2CO[C@@H]1CN(C)C(=O)Nc1cccc2ccccc12,-1.4%,·,i,·,0.2,0.2%,-10.7%,8.9%,·
